# PrPC TRFRET: cell surface PrPC inhibition, primary TR-FRET screen. P04156. TR-FRET read-out. inhibition, % at 13.8 µM. actives 0.43% (n = 370,000). AID 720596; in the data active = inhibition above about 24%; note: 0% = median of the test wells and 100% = reference compound wells
# 3CLpro inhibitor: SARS-CoV 3CLpro protease inhibition; P0C6X7; recombinant SARS-CoV 3CLpro, quenched FRET peptide cleavage; inhibition, % at 6 µM; actives 0.14% (n = 290,000); AID 1706; in the data active = inhibition above about 12%
# SSB-PriA inh: inhibitors of Klebsiella pneumoniae PriA binding to SSB C-terminal tail | AID 1272365 | inhibition, % at 33 µM | actives 0.6% (n = 430,000) | AlphaScreen SSBct-PriA binding, biotinylated peptide; in the data active = inhibition mostly above about 37%, no sharp cut-off; inactive = mostly below about 20%;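 note: plate controls were negative control peptide for no effect and reference peptide for full effect; strong numbers were not always called active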
# BH1578 lux ind: quorum light induction in luxS cqsA deficient V. cholerae; activation, % at 18.7 µM; V. cholerae BH1578 lux reporter, luminescence, 6 h; actives 0.16% (n = 350,000); in the data active = activation mostly above about 9.7%, no sharp cut-off; note: not every result past the cut was called active; inactives centre near 0; reference of the scale not given here
# Rv3671c inh: inhibits the M. tuberculosis serine protease Rv3671c; P9WHR9; inhibition, % at 5.96 µM; actives 0.048% (n = 320,000); AID 2606; in the data active = inhibition above about 38%;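 note: extracellular domain of Rv3671c used as enzyme; 0% = enzyme with DMSO and 100% = no enzyme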
# Target sequence (P9WHR9 whole entry, looked up, the tested form may be a part): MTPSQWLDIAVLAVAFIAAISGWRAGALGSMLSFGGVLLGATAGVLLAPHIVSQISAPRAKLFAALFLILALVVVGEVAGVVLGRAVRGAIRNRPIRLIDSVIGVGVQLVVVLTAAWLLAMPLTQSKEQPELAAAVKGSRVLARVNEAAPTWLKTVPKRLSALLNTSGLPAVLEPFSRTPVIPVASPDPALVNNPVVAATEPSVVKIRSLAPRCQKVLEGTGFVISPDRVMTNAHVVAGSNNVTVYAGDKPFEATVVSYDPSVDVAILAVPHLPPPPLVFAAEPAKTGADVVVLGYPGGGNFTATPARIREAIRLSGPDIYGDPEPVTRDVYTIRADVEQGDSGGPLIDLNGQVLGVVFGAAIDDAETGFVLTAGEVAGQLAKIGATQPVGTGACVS
# TcdB inh: TcdB glycohydrolase inhibition | P18177 | TcdB glycohydrolase enzymatic assay, plate reader | inhibition, % at 9.99 µM | actives 0.24% (n = 350,000) | AID 652162; in the data active = inhibition above about 10%
# VHR inh abs: blocks human VHR1 dual specificity phosphatase | recombinant VHR phosphatase, pNPP absorbance | P51452 | inhibition, % at 13.3 µM | AID 1654 | actives 0.52% (n = 290,000); in the data active = inhibition above about 50%; note: some compounds called inactive have numbers as strong as hits
# Target sequence (P51452 whole entry, looked up): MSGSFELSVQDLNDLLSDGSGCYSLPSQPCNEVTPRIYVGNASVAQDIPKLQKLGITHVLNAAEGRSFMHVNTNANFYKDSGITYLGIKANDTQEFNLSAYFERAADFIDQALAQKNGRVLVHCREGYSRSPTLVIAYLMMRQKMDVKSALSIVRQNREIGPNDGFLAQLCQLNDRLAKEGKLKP
# MazF activator: MazEF (E. coli) toxin RNase activation; FAM/BHQ RNA-DNA oligo cleavage fluorescence, 5 h; P0AE70; actives 0.32% (n = 350,000); activation, % at 20 µM; in the data active = activation above about 50%
# Target sequence (P0AE70 whole entry, looked up): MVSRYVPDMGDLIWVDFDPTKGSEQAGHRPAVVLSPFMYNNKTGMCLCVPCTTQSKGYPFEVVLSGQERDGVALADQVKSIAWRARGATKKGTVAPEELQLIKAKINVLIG
# Y pestis TopoI: Y. pestis Topo-I inhibition via cleavage products | activity, % at 10 µM | AID 504884 | actives 0.064% (n = 360,000) | Y. pestis Topo-I cleavage product accumulation, plate reader; in the data active = activity above about 50%, passing the limit was not always enough; note: inactives centre near 2
# CCHFV vOTU inh: blocks the CCHF virus ovarian tumor domain protease. CCHFV vOTU protease, Pep-AMC fluorescence. inhibition, % at 11.5 µM. actives 0.55% (n = 370,000). AID 651958; in the data active = inhibition above about 30%; note: 0% = vehicle wells with enzyme and 100% = no enzyme wells
# * marks the source's active call; other numbers are inactive results; i = inactive; . = no result given; & = joins results of further samples. The list is partial; count on the stated rates, not on these rows.
SMILES,PrPC TRFRET,3CLpro inhibitor,SSB-PriA inh,BH1578 lux ind,Rv3671c inh,TcdB inh,VHR inh abs,MazF activator,Y pestis TopoI,CCHFV vOTU inh
COc1cccc(-c2nc(CS(=O)(=O)CC(=O)NCCCN3CCOCC3)c(C)o2)c1,2,1,-2,-0.3,11,-0.3,18,0,0,5
Cc1c(C(=O)O)c(=O)n(-c2ccccc2)n1-c1ccccc1,5,4,-9,-3.6,11,2.1,29,-2,1,-8
COc1ccc(OC)c(/C=N/Nc2cc(C)nc(N3CCOCC3)n2)c1,-3,-7,i,0.8,2,0.8,21,6,0,-12
O=C(NNC(=O)c1cccs1)c1ccc(Cl)c(S(=O)(=O)N2CCCC2)c1,13,.,-16,0.4,2,0.9,.,-1,-15,-5
CCOC(=O)c1c(C)[nH]c(C)c1C(=O)COc1ncnc2cc([N+](=O)[O-])ccc12,-36,4,15,1.7,-3,-0.5,22,5,-2,-6
C[C@@H]1CN([C@@H](C)CO)C(=O)c2cc(NC(=O)CCC(F)(F)F)ccc2O[C@H]1CN(C)S(=O)(=O)c1ccc(Cl)cc1,-7,.,6,-0.3,1,-0.5&1.6,.,4,10,9
C(#CCN1CCOCC1)CCCN1CCOCC1,3,.,-12,i,.,1.2,.,-3,-13,2
CC(=O)c1ccc(NC(=O)CSC(=S)N2CCCC2)cc1,5,1,-7,i,-2,0.5,-4,5,-7,1
COc1ccccc1-c1cc(C(F)(F)F)nc(N2CCOCC2)n1,0,-1,-54,i,-5,.,17,-3,5,7
COc1cccc(NC(=S)NCCCN2CCOCC2)c1,5,-6,-8,-0.1,0,1.5,16,3,-2,-16
O=C(CCCN=C1NS(=O)(=O)c2ccccc21)OCC(=O)N1CCc2ccccc21,-3,-3,-17,i,-15,.,25,0,-4,-12
O=C(Cc1ccc(S(=O)(=O)N2CCOCC2)s1)NCCc1ccc(F)cc1,-3,.,-5,-1.2,-11,1.9,.,-3,-6,-4
Cc1ccc(N(C(=O)Cc2cccs2)C2C=CS(=O)(=O)C2)cc1Cl (configuration not stated),5,1,4,i,0,-0.5,4,3,6,-2
O=C1OC(c2ccccc2)=N/C1=C/c1cccc(OC(=O)c2cccs2)c1,3,6,-1,i,1,.,.,2,3,20
Cn1cc(Cl)c(C(=O)Nc2cccc(Cl)c2Cl)n1,2,-3,-10,i,-12,.,-23,-2,-1,-5
CCCCCN(C(=O)CSc1n[nH]c(-c2ccc(C)cc2)n1)c1c(N)n(CCCC)c(=O)[nH]c1=O,5,.,-10,-1.4,-5,-1.6,.,-3,29,19
COCCNc1nc(Oc2cccc(NC(C)=O)c2)c2sccc2n1,-5,.,.,-0.7,.,0.1,.,.,-8,7
CCC(=O)N1CN(S(=O)(=O)c2ccc(C)cc2)CC1C (configuration not stated),-1,-1,-12,i,-13,.,36,4,8,1
Cc1ccc(N(CC(=O)NCC2CCCO2)S(=O)(=O)c2ccc(Cl)cc2)cc1C (configuration not stated),3,2,-12,-0.8,-4,-0.2,24,-6,28,-1
CCOP(=O)(OCC)C(NC(=O)c1cccs1)c1ccccc1 (configuration not stated),-2,-3,5,-0.4,-15,0.7,-20,5,0,3
COc1ccc(Br)cc1CN1CCCC(C(=O)N2CCCCC2)C1 (configuration not stated),-1,1,-15,-0.6,-6,.,-5,-2,1,-4
O=C(N/N=C/c1ccc([N+](=O)[O-])cc1)c1cccc(N2CCCC2=O)c1,-11,-10,.,-0.3,3,1.3,32,5,-8,9
COc1cc(C)c(NC(=O)c2cccc(S(=O)(=O)N3CCCC3)c2)cc1OC,7,.,-5,i,-3,-1.0,.,1,-10,7
Cc1cc(NC(=S)N(CCCN2CCOCC2)Cc2ccco2)ccc1Cl,-2,4,5,-0.4,-2,.,-4,1,19,1
Cc1cc(C)c(NC(=O)COC(=O)C2=COCCO2)c(Cl)c1,1,.,-11,-1.4,-6,1.8,.,1,-8,-3
CCC1(c2ccc(C)cc2)NC(=O)N(C(C)C(=O)Nc2ccc(N3CCOCC3)cc2)C1=O (configuration not stated),-1,.,-7,-0.1,-3,-1.8,.,4,6,3
O=C(Nc1ccn(CCCNCc2cccc3ccccc23)c(=O)n1)OCc1ccccc1,-9,.,.,-2.1,.,2.7,.,1,30,-5
CS(=O)(=O)c1ccc(Cl)c(NC(=O)c2cc(S(=O)(=O)N3CCOCC3)ccc2N2CCCC2)c1,-2,.,-1,-0.3,1,1.2,.,1,22,22
Cn1nc(C(=O)NCCc2ccc(S(N)(=O)=O)cc2)c2c1-c1ccccc1S(=O)(=O)C2,-1,2,6,i,-7,0.4,-12,5,-5,2
Cc1cccc(-n2nc3c(c2NC(=O)c2ccco2)CSC3)c1C,5,-7,-10,-0.1,-11,.,17,5,9,5
O=C(C1=C[C@@H](C2CCCCC2)C[C@@H](OCc2ccc(CO)cc2)O1)N1CCOCC1,0,-5,4,-0.6,-5,0.7&1.8,44,-4,-2,1
CCOC(=O)N1CCN(S(=O)(=O)CCNC(=O)c2ccc(F)cc2)CC1,-2,.,2,i,-1,4.9,.,0,7,-6
CCOc1cc(NC(=S)NCC2CCCO2)c(OCC)cc1NC(=O)c1ccccc1 (configuration not stated),2,5,16,i,0,.,-2,6,3,-7
CC1=NN(c2cc(Cl)c(S(=O)(=O)O)cc2Cl)C(=O)C1,0,.,1,i,.,-1.2,.,2,4,5
COc1cccc(C2Nc3ccccc3NC3=C2C(=O)CC(C)(C)C3)c1OC (configuration not stated),3,-2,5,-0.2,-8,-0.1,16,5,-4,1
O=C1CSc2ccc(S(=O)(=O)NCc3ccccc3)cc2N1,8,2,3,-0.3,-5,0.5,0,7,3,4
CC1Cc2ccccc2N1C(=S)Nc1cccc(S(=O)(=O)N(C)C)c1 (configuration not stated),-7,1,-3,-0.4,-1,-0.4,26,-5,3,-12
CCn1cc(C(=O)Nc2ccc3c(c2)OCCO3)c2cc(OC)c(OC)cc2c1=O,-8,1,-8,-0.1,-5,0.5,0,14,11,4
Nc1c(C(=O)c2ccccc2)sc2nsc(SCCN3CCOCC3)c12,-10,6,-19,i,0,2.2,30,127*,26,2
COc1ccc(C(=O)Nc2c(C)csc2C(=O)O)cc1,0,0,3,-0.2,-3,-1.0,17,1,-6,14
Cc1ccc(C)c(NC(=O)C2CC3CCC2C3)c1 (configuration not stated),0,-2,-5,2.9,8,0.2,-3,2,-3,-11
Cc1nc2cc(F)ccc2n1C1CCN(S(=O)(=O)c2ccccc2)CC1,5,1,1,i,1,.,7,5,12,-11
CC1CCCN(C(=O)CSc2cnc3ccccc3n2)C1 (configuration not stated),39*,5,10,-1.7,3,2.0,2,-1,24,-6
CSc1ccccc1NC(=O)C1=CC(c2cccs2)=NS(=O)(=O)N1C,-29,3,28,i,-6,-0.3,-2,4,-18,1
Cc1ccc(Cn2c(NC(=O)c3ccco3)nc3ccccc32)cc1,3,1,4,i,-1,.,8,-10,21,9
COCCn1c(SCc2cccnc2)nnc1-c1c[nH]c2ccccc12,-1,-2,-6,-1.0,11,-0.1,25,8,3,-5
COc1ccc([C@@H](O)[C@@H](N)c2ccccc2)cc1,6,.,-7,i,2,0.8,.,9,2,9
COc1ccc(CN(C)C(=O)c2ccc(NS(=O)(=O)c3ccc(C)c([N+](=O)[O-])c3)cc2)c(OC)c1OC,1,.,2,-1.4,7,2.0,.,-1,21,7

# Some of the entries so far, with values under each structure:
# Each structure is followed by: PrPC TRFRET	3CLpro inhibitor	SSB-PriA inh	BH1578 lux ind	Rv3671c inh	TcdB inh	VHR inh abs	MazF activator	Y pestis TopoI	CCHFV vOTU inh
Cc1nc2cc(F)ccc2n1C1CCN(S(=O)(=O)c2ccccc2)CC1
→ 5	1	1	i	1	.	7	5	12	-11
CC1CCCN(C(=O)CSc2cnc3ccccc3n2)C1 (configuration not stated)
→ 39*	5	10	-1.7	3	2.0	2	-1	24	-6
CSc1ccccc1NC(=O)C1=CC(c2cccs2)=NS(=O)(=O)N1C
→ -29	3	28	i	-6	-0.3	-2	4	-18	1

# Further results follow:
SMILES,PrPC TRFRET,3CLpro inhibitor,SSB-PriA inh,BH1578 lux ind,Rv3671c inh,TcdB inh,VHR inh abs,MazF activator,Y pestis TopoI,CCHFV vOTU inh
Cc1ccc(CN(CC(=O)N/N=C/c2ccco2)S(=O)(=O)c2ccc(C)cc2)cc1,-6,2,.,-0.6,-7,.,2,6,37,19
COc1ccc(C(=O)c2coc3ccc(O)c(CN(C)C)c23)cc1,-11,2,-4,-0.3,7,2.6,17,2,-5,2
COc1ccc(S(=O)(=O)N(C)C)cc1NC(=O)COC(=O)C1CC1,4,.,-7,i,4,-3.5,.,2,0,19
Cc1nn(-c2ccccc2)c(C)c1NC(=O)COC(=O)CCOc1ccccc1,2,.,-17,-1.4,3,1.0,.,-2,5,3
CCC1(c2ccccc2)NC(=O)N(CC(=O)NC2CCCCCC2)C1=O (configuration not stated),-13,.,-1,-2.0,5,0.6,.,3,1,1
CCCCNS(=O)(=O)c1ccc(NS(=O)(=O)c2c(C)cc(C)cc2C)cc1,-5,6,-9,-0.2,-4,.,14,-6,27,-17
COc1ccc(-c2cc(-c3n[nH]c(=S)n3-c3cc(OC)ccc3OC)[nH]n2)cc1,2,0,9,-0.2,-1,2.3,2,1,2,-3
Cc1ccn2c(Nc3ccccc3)c(-c3ccccn3)nc2c1,8,-1,5,-2.3,13,1.5,-1,-2,16,10
COc1cccc(C(=O)C2CCCN(C(=O)c3cccc(C#CC(C)(C)O)c3)C2)c1 (configuration not stated),-4,2,0,i,3,1.6,18,-1,12,-3
COc1cc(/C=C2/SC(=S)N(CC(=O)Nc3nc4ccccc4s3)C2=O)cc(OC)c1OC,1,1,25,-3.0,-20,.,24,-34,0,-7
O=C(NCC1CCCO1)C1CC(=O)N(C2CCCC2)C1 (configuration not stated),-1,-4,-5,-0.3,6,.,27,1,1,-9
O=S(=O)(c1cccc2cccnc12)N1CCCc2ccccc21,-4,3,2,i,-2,1.4,-8,0,-2,7

# Retrieved by compound from the entries so far:
SMILES,PrPC TRFRET,3CLpro inhibitor,SSB-PriA inh,BH1578 lux ind,Rv3671c inh,TcdB inh,VHR inh abs,MazF activator,Y pestis TopoI,CCHFV vOTU inh
COc1cc(/C=C2/SC(=S)N(CC(=O)Nc3nc4ccccc4s3)C2=O)cc(OC)c1OC,1,1,25,-3.0,-20,.,24,-34,0,-7
COc1ccc(S(=O)(=O)N(C)C)cc1NC(=O)COC(=O)C1CC1,4,.,-7,i,4,-3.5,.,2,0,19
COc1ccc(C(=O)c2coc3ccc(O)c(CN(C)C)c23)cc1,-11,2,-4,-0.3,7,2.6,17,2,-5,2

# (next part)
SMILES,PrPC TRFRET,3CLpro inhibitor,SSB-PriA inh,BH1578 lux ind,Rv3671c inh,TcdB inh,VHR inh abs,MazF activator,Y pestis TopoI,CCHFV vOTU inh
Cc1ccc(NC(=O)CCc2c(C)nn(-c3ccc(N4CCCCC4)nn3)c2C)cc1C,5,-5,-6,-2.6,11,4.8,18,4,14,7
C[C@H](CO)N1C[C@H](C)[C@@H](CN(C)Cc2ccc(Oc3ccccc3)cc2)Oc2c(NS(=O)(=O)c3cn(C)cn3)cccc2C1=O,6,.,10,0.8,1,0.5&7.0,.,6,47,4
COc1cc(C(=O)OC2CCCCC2=O)cc(OC)c1C (configuration not stated),-5,1,-12,-0.4,-15,.,30,7,-2,-1
Cc1ccc(CCNC(=O)C2CCCN2S(=O)(=O)c2ccc3c(c2)CCC(=O)N3)cc1 (configuration not stated),.,-2,-1,-0.2,2,.,15,-8,-3,.
O=C(CSc1ccc(Cl)cc1)NC1CC1,4,.,.,i,.,-2.1,.,9,-4,-11
CN(Cc1ccccc1)C(=O)c1ccc(NC(=O)C2=CSCCO2)cc1,-12,1,-8,i,10,1.5,-6,0,22,11
CCCOC(=O)c1[nH]c2c(c1C)C(=O)CC(c1cc(OC)c(OC)c(OC)c1)C2 (configuration not stated),18,3,-3,i,-1,1.5,11,5,12,3
CCOC(=O)c1c(C)[nH]c(N=Nc2ccccc2Cl)c1C,-4,3,-1,-2.4,5,0.7,15,-5,12,15
CCCC(=O)Nc1ccc(NC(=O)c2cc3ccccc3o2)c(OC)c1,15,-6,6,i,-7,0.8,10,11,22,0
O=C(CCS(=O)(=O)c1cccc2nonc12)N1CC(=O)N(CCc2ccccc2)C(=O)C1,-22,-6,8,i,0,.,-4,6,-4,-8

# Bioassay records as filed in PubChem.
